UPR XBP1 act – adaptive UPR (XBP1) activation | CHO-XBP1 luciferase reporter, IRE1-XBP1 UPR activation, luminescence; percent of tunicamycin response, DMSO as zero | activation, % at 20 µM | 330,000 tested, 0.33% active | AID 463104;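 active = versus positive control, 20 µM dose yields 30% or more activation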;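 also: 100% = tunicamycin at 10 µg/mL and 0% = DMSO only wells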
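Material: CHO-XBP1 cells stably carrying IRE1-XBP1-driven luciferase reporter / Amount: 1000 cells per well / Compound: 20 µM, 1% DMSO / Times: 6 h treatment, 37 °C / Detection: luciferase luminescence / Measure: % activation of reporter signal versus tunicamycin and DMSO controls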
APJ antagonist – blocks the human apelin receptor APJ. inhibition, % at 20 µM. CHO-K1 APJ beta-arrestin complementation, luminescence. 330,000 tested, 0.32% active. P35414. AID 2521;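 active = inhibition above about 40% at 20 µM, limit read from the data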;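 also: cells challenged with 10 nM apelin-13 agonist together with compound; plate controls were apelin-13 plus DMSO wells for no effect and DMSO wells lacking apelin-13 for full effect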
APJ ag – APJ receptor agonism. P35414. CHO-K1 APJ PathHunter beta-arrestin, luminescence; 0% DMSO wells, 100% apelin. activation, % at 20 µM. 330,000 tested, 0.11% active. AID 2520;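 active = activation more than six SD over the plate average, tested at 20 µM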;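 also: 0% = DMSO alone and 100% = apelin-13 at 10 nM; some results filed as inactive read as strong as hits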
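Incubation: overnight seeding, 90 min compound at 25 °C, 1 h detection; test system: PathHunter CHO-K1 APJ (AGTRL-1) beta-arrestin reporter cells; amount: 1000 cells/well; doses: one dose, 20 µM compound, 1% DMSO; measured by: beta-gal luminescence; measure: agonist-driven arrestin binding to APJ; benchmarks: negative DMSO alone, positive Apelin-13 at 10 nM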
Mdm2 MdmX PPI – disrupts the human Mdm2-MdmX interaction; O15151+Q00987; SaOS-2 split-luciferase Mdm2/MdmX complementation, luminescence; inhibition, % at 8 µM; 330,000 tested, 3% active;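 active = inhibition of at least 50% at 8 µM in the primary screen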
Target sequence (O15151 whole entry, looked up): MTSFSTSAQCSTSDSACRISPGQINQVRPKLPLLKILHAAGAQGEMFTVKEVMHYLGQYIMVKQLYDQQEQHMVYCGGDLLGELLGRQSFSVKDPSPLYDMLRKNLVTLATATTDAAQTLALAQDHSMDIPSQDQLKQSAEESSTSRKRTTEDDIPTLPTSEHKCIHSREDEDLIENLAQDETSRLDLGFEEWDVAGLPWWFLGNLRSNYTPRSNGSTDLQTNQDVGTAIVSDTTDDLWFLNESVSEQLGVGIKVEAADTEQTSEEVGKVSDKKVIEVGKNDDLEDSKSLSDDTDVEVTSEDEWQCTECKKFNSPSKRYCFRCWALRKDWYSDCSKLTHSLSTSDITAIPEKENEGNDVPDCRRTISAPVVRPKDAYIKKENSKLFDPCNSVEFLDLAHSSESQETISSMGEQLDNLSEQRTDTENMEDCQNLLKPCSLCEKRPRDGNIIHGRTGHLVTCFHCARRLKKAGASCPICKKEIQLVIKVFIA
Target sequence (Q00987 whole entry, looked up): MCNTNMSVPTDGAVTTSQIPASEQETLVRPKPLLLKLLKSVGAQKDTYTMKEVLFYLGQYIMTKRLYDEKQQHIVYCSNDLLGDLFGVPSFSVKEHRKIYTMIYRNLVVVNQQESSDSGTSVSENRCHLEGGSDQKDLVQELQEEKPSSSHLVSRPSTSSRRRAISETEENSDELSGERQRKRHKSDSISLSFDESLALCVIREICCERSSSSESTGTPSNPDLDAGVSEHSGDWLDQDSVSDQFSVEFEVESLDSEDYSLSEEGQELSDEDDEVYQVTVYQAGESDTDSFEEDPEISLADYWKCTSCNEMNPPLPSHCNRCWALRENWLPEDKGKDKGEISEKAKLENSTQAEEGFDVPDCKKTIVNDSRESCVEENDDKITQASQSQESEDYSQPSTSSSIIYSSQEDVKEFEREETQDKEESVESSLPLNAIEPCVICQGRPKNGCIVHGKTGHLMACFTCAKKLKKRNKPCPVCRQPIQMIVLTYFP
Jurkat NFkB inh – inhibitors of the PMA/ionomycin-induced NF-kB reporter in Jurkat cells | PMA/ionomycin-induced NF-kB luciferase reporter, luminescence | inhibition, % at 4 µM | 330,000 tested, 0.53% active | AID 435003; in the data active = inhibition above about 50%
697 NFkB inh – inhibitors of the PMA/ionomycin-induced NF-kB reporter in 697 B cells. 697 B-cell NF-kB luciferase reporter, 16 h. inhibition, % at 4 µM. 330,000 tested, 0.33% active. AID 435022; in the data active = inhibition above about 35%
tim23-1 inh – tim23-1 yeast growth inhibition. inhibition, % at 20 µM. S. cerevisiae tim23-1 growth, BacTiter-Glo luminescence, 24 h. 330,000 tested, 1.3% active;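 active = growth inhibition of the mutant yeast at or above 50%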;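 also: temperature-sensitive mutant grown at 25 °C; plate controls were DMSO-treated mutant yeast for no effect and medium wells lacking yeast for full effect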
UPR CHOP act – apoptotic UPR (CHOP) activation; CHO-CHOP luciferase reporter, luminescence; percent of tunicamycin response over DMSO baseline; AID 449763; 330,000 tested, 0.34% active; activation, % at 10 µM;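 active = at 10 µM dose, activation of 40% or more, normalized to positive control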;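 also: 100% = tunicamycin at 10 µg/mL and 0% = DMSO alone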
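measured by = luciferase luminescence | assay system = CHO-CHOP cells, stable luciferase reporter of PERK-eIF2a-CHOP signalling | amount = 500 reporter cells seeded per well | timing = 6 h compound exposure at 37 °C after overnight seeding | controls = positive tunicamycin 10 µg/mL, negative DMSO alone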
* hit, by the source's call; / = not tested or not shown.

SMILES | UPR XBP1 act | APJ antagonist | APJ ag | Mdm2 MdmX PPI | Jurkat NFkB inh | 697 NFkB inh | tim23-1 inh | UPR CHOP act
Cc1ccc(S(=O)(=O)N2CCN=C2c2ccccc2)cc1C | 0 | 4 | -18 | 2 | -12 | -28 | 10 | 0.3
NC(=O)c1ccc(NC(=O)c2ccc3c(c2)CCN3S(=O)(=O)c2ccccc2)cc1 | 2 | -12 | 4 | 19 | 2 | 3 | 4 | 2.0
COc1ccc(C(=O)NCCNc2ccc([N+](=O)[O-])cc2)cc1 | 1 | 11 | -4 | -18 | 7 | 14 | -18 | -1.4
CC(NC(=O)CCc1c[nH]c2ccccc12)c1ccccc1 (centres undefined) | -4 | 9 | 3 | -6 | -10 | -46 | 24 | 2.2
CC(C)(C)NC(=O)C[C@H]1C[C@H](C(=O)N2CCCCC2)[C@@]2(CCc3ccccc3)c3[nH]c4cc(-c5ccco5)ccc4c3CCN2C1=O | 1 | / | / | 36 | / | -23 | 29 | 3.6
O=C(CNC(=O)N1CC(=O)Nc2ccccc21)Nc1ccccc1 | -2 | -12 | -9 | 11 | 2 | 1 | 6 | 3.1
COc1ccc(/C=C/c2nnc(NC(C)=O)s2)cc1 | -4 | 2 | 0 | -69 | -91 | -139 | 9 | 2.3
CN(Cc1c(F)cccc1Cl)C(=O)CNC(=O)c1ccc2c(c1)OCO2 | 0 | 11 | -5 | 18 | -9 | -9 | 18 | 2.8
Cn1c(N)c(S(=O)(=O)N2CCN(c3ccccc3Cl)CC2)c(=O)n(C)c1=O | -3 | -2 | -1 | -5 | 4 | 19 | 13 | 0.1
O=C1c2ccccc2C(Nc2ccc(S(=O)(=O)N3CCOCC3)cc2)N1c1ccccn1 (centres undefined) | -3 | 2 | -1 | -4 | 10 | 8 | 27 | 1.5
Cc1ccc(C2=NN(C(=O)CCCC(=O)O)C(c3ccc4c(c3)OCO4)C2)cc1 (centres undefined) | -1 | 8 | -4 | -11 | -16 | 1 | 6 | 6.0
O=C(CCNS(=O)(=O)c1cccc2nsnc12)N1CC(=O)N(CCc2ccccc2)C(=O)C1 | 0 | -12 | 1 | -30 | 1 | 4 | 10 | -0.2
CCN(CC)CCCNc1oc(-c2cccc(Cl)c2)nc1C#N | 0 | -6 | -2 | -15 | -26 | -22 | -1 | -1.0
COc1ccc(/C=C(/NC(=O)c2ccc(OC)cc2)C(=O)NCCc2c[nH]c3ccccc23)cc1 | -2 | 2 | -2 | 4 | 16 | 22 | 7 | 1.1
COC(=O)C1(C)CC1(c1ccccc1)c1ccccc1 (centres undefined) | -8 | -12 | -4 | -3 | -6 | 5 | 19 | -1.0
CCOC(=O)CNC(=O)CSc1nnc(NC(=O)c2ccc3c(c2)OCO3)s1 | -7 | -24 | -1 | 12 | 17 | 20 | 17 | -0.6
Cc1ccc(OCC(=O)N/N=C/c2cn[nH]c2-c2ccc(Cl)c(Cl)c2)cc1 | -1 | -17 | 13 | 32 | 1 | 1 | 27 | -1.4
CN(Cc1cnccn1)C(=O)C1CCC(=O)N(CCc2ccccc2)C1 (centres undefined) | -2 | -1 | -2 | 0 | 9 | 7 | -2 | 0.7
Cc1[nH]c(C(=O)N/N=C/c2ccc(N(C)C)cc2)c(C)c1C(=O)N/N=C/c1ccc(N(C)C)cc1 | -3 | -1 | -1 | -1 | -21 | -34 | 10 | -0.7
O=[N+]([O-])c1cc2c(cc1CN1CCN(CCOCCO)CC1)OCO2 | -4 | -5 | 1 | 16 | 16 | -7 | 2 | 3.0
CC(Oc1ccc(Cl)cc1Cl)C(=O)NN=C1CCN(C)CC1 (centres undefined) | 1 | -1 | -3 | 17 | 4 | 1 | 5 | -1.7
CC(C)CC(NC(=O)c1cccc(Cl)c1)C(=O)O (centres undefined) | -2 | 1 | 0 | 15 | -7 | 12 | 17 | 0.3
C=CCNC(=O)/C(C#N)=C/c1c(N2CCCCCC2)nc2ccccn2c1=O | -1 | -9 | -5 | 24 | 1 | 0 | 19 | 0.6
CC(C)(C)NC(=O)CSc1nnc(C2CC2)n1-c1ccccc1 | 1 | 4 | 0 | -5 | -11 | 4 | 16 | -0.7
Cc1ccc(-n2nc(-c3ccc(N)cc3)cc2N)cc1 | -1 | 0 | -2 | -45 | -37 | -22 | 3 | 5.7

Part of the list above, as tab-separated lines:
canonical_smiles	UPR XBP1 act	APJ antagonist	APJ ag	Mdm2 MdmX PPI	Jurkat NFkB inh	697 NFkB inh	tim23-1 inh	UPR CHOP act
Cc1ccc(C2=NN(C(=O)CCCC(=O)O)C(c3ccc4c(c3)OCO4)C2)cc1 (centres undefined)	-1	8	-4	-11	-16	1	6	6.0
O=C(CCNS(=O)(=O)c1cccc2nsnc12)N1CC(=O)N(CCc2ccccc2)C(=O)C1	0	-12	1	-30	1	4	10	-0.2
CCN(CC)CCCNc1oc(-c2cccc(Cl)c2)nc1C#N	0	-6	-2	-15	-26	-22	-1	-1.0
COc1ccc(/C=C(/NC(=O)c2ccc(OC)cc2)C(=O)NCCc2c[nH]c3ccccc23)cc1	-2	2	-2	4	16	22	7	1.1
COC(=O)C1(C)CC1(c1ccccc1)c1ccccc1 (centres undefined)	-8	-12	-4	-3	-6	5	19	-1.0
CCOC(=O)CNC(=O)CSc1nnc(NC(=O)c2ccc3c(c2)OCO3)s1	-7	-24	-1	12	17	20	17	-0.6
Cc1ccc(OCC(=O)N/N=C/c2cn[nH]c2-c2ccc(Cl)c(Cl)c2)cc1	-1	-17	13	32	1	1	27	-1.4
CN(Cc1cnccn1)C(=O)C1CCC(=O)N(CCc2ccccc2)C1 (centres undefined)	-2	-1	-2	0	9	7	-2	0.7
Cc1[nH]c(C(=O)N/N=C/c2ccc(N(C)C)cc2)c(C)c1C(=O)N/N=C/c1ccc(N(C)C)cc1	-3	-1	-1	-1	-21	-34	10	-0.7
O=[N+]([O-])c1cc2c(cc1CN1CCN(CCOCCO)CC1)OCO2	-4	-5	1	16	16	-7	2	3.0
CC(Oc1ccc(Cl)cc1Cl)C(=O)NN=C1CCN(C)CC1 (centres undefined)	1	-1	-3	17	4	1	5	-1.7
CC(C)CC(NC(=O)c1cccc(Cl)c1)C(=O)O (centres undefined)	-2	1	0	15	-7	12	17	0.3

Further structures.
SMILES | UPR XBP1 act | APJ antagonist | APJ ag | Mdm2 MdmX PPI | Jurkat NFkB inh | 697 NFkB inh | tim23-1 inh | UPR CHOP act
CNc1nc(SCc2ccccc2)nc(N2CCOCC2)n1 | -1 | 1 | -3 | 32 | 5 | 14 | 26 | -0.7
O=C(CN(CC1CCCO1)C(=O)CNS(=O)(=O)c1ccc(Cl)cc1)NCc1ccccc1 (centres undefined) | -4 | 26 | 3 | 19 | 19 | -4 | 4 | 4.6
Cc1nc(N)ncc1-c1ccc2c(c1)OCO2 | 2 | 7 | -3 | 23 | -34 | 5 | -8 | -0.8
Cc1cccc(N2CCN(C(=O)CSc3ccsc3[N+](=O)[O-])CC2C)c1 (centres undefined) | -3 | -2 | 1 | 8 | 18 | -1 | 9 | 6.1
Nc1nc(N)c2c(n1)CCCC2 | -1 | -2 | 5 | -23 | -8 | 21 | 24 | -1.6
CC1(C)CC(NCc2ccccc2)CCO1 (centres undefined) | -2 | 4 | 0 | 16 | 9 | 1 | 14 | -1.5
CC(=O)Oc1ccc(C(=O)N2c3ccccc3NC(=O)C2C)cc1 (centres undefined) | -3 | 14 | 0 | 10 | -3 | 13 | 1 | 1.6
Cc1ccc(NC(=O)CCC(=O)n2nc(C)cc2C)c(C)c1 | -2 | 6 | -1 | 0 | -4 | 6 | 13 | -1.4
Cc1ccc(-c2nn(CC(=O)Nc3ccc4c(c3)nc3n4CCOC3)c(=O)c3ccccc23)cc1 | -1 | -20 | 9 | -4 | -8 | -33 | -23 | -0.4
CCc1ccc(N2CC34C=CC(O3)C(C(=O)OC)C4C2=O)cc1 (centres undefined) | -1 | 17 | -3 | -4 | 11 | -2 | 14 | 0.1
Cn1c(-c2ccccc2)c(C(=O)CC#N)c2ccccc21 | -3 | 3 | 0 | 15 | 6 | -16 | 37 | -2.2
CCN(C(=O)COC(=O)c1nc2nc(C)cc(C)n2n1)C1CCCCC1 | 2 | 14 | 3 | -5 | -5 | 12 | 11 | 1.3
CCC(C)(C)NC(=O)C(c1ccc(C)cc1)N(Cc1cccs1)C(=O)c1ccc2c(c1)OCCO2 (centres undefined) | -3 | 2 | -1 | 0 | 6 | 16 | 28 | -1.4
CCN1C[C@@H]2[C@@H]3C(=O)N(Cc4ccccc4)C(=O)[C@@H]3[C@](Cc3ccccc3)(C(=O)OC)N2C1=NC | 1 | / | / | 7 | / | 8 | 20 | 2.6
COc1cc(/C=C(\C#N)C(=O)NCC2CCCO2)ccc1OCC(=O)O (centres undefined) | -2 | -6 | -2 | -20 | -10 | 9 | -3 | -0.2
CC(=O)N1[C@H](Cc2ccccc2)C=C[C@]1(C)C(=O)NCc1ccc(C)o1 | -2 | -38 | 11 | 18 | -11 | -12 | 26 | -0.1
CCOC(=O)c1cnn(-c2ccccc2)c1-n1cccc1C(=O)C(=O)Nc1ccc(F)cc1 | -3 | -5 | -2 | 19 | -8 | 7 | 35 | 0.9
O=C(Cc1ccccc1)c1c[nH]c(C(=O)NC2CCCC2)c1 | -2 | -14 | -1 | -7 | 3 | 10 | 24 | 1.1
O=[N+]([O-])c1cccc(-c2nnc(C34CC5CC(CC(C5)C3)C4)o2)c1 | -1 | 10 | -1 | -16 | -9 | -1 | 12 | 1.7
Cc1cccc(CSc2ncnc3nc[nH]c23)c1 | -2 | 16 | -1 | 23 | -2 | 12 | -12 | -1.3
O=C(CCNC(=O)c1ccc(Br)cc1)NCCCN1CCCC1=O | 0 | -5 | -3 | -5 | 1 | 9 | 12 | 0.1
CN(C)/C=N/c1nc2nccc(-c3ccccc3)n2n1 | -2 | 10 | -2 | -3 | 12 | 17 | 8 | 0.3
S=C(NCCc1ccccc1)Nc1c(Cl)cccc1Cl | -1 | 24 | 0 | 10 | -15 | -16 | 29 | 1.9
Cc1ccc2nc(-c3cc(-c4ccccc4)no3)cn2c1 | -9 | 10 | 4 | 70* | -35 | -249 | 55* | -4.8
CCc1c(C(=O)NNC(=S)NCc2ccccc2)csc1C | -1 | 15 | -5 | 11 | -1 | 10 | -11 | -1.5
O=C(Cn1c(=O)oc2cc(S(=O)(=O)N3CCCC3)ccc21)N1CCc2ccccc2C1 | -2 | -1 | 2 | 9 | 4 | 4 | 12 | -0.6
COc1cc(CNc2ccc(C(=O)O)cc2)cc(Br)c1OCC(=O)NC(C)(C)C | 0 | -11 | -3 | -2 | -4 | -21 | 8 | 2.4
Cc1cc2c(cc1C)C(c1cccc(F)c1)CC(=O)N2 (centres undefined) | -4 | -2 | -1 | 47 | 16 | -13 | 24 | 1.6
COc1ccc(C(=O)C(OC(=O)c2ccccc2Cl)c2ccccc2)cc1 (centres undefined) | 1 | 10 | -1 | -37 | -34 | -81 | 20 | 8.8

Source: PubChem (Sanford-Burnham Center for Chemical Genomics)
